Screening data from PubChem BioAssay.
CHO-K1 Ca antag: M1 antagonist counterscreen hit in parental CHO-K1 cells. ATP-induced calcium, Fluo-8 fluorescence. inhibition, % at 3 µM. 0.6% of 360,000 active. AID 602250;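 active = inhibition above a per-plate cutoff, the plate's mean sample inhibition plus 3 SD, cut at about 24% in these data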;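 also: 0% = DMSO plus EC80 ATP and 100% = DMSO alone without ATP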
TAAR1 antag: human TAAR1 antagonism; Q96RJ0; CHO RD-HGA16 TAAR1, Fluo-8 calcium fluorescence, antagonist; inhibition, % at 3 µM; 1.5% of 360,000 active; AID 624466;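 active = inhibition above a per-plate cutoff, the mean inhibition of test compounds on that plate plus 3 SD, cut at about 49% in these data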;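 also: 0% = DMSO plus EC80 beta-PEA response and 100% = DMSO alone without agonist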
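Test system – hTAAR1-expressing CHO RD-HGA16 cells, Gα16-coupled · Reagent – β-PEA at EC80 concentration, post-compound challenge · Compound dosing – 3 µM, single point · Timing – 140 s kinetic read after compound, 140 s after agonist · Detection – Fluo-8 intracellular calcium dye fluorescence, real-time kinetic reads · Control set – DMSO and EC80 PEA controls · Repeats – n of 1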
V1aR counter: activates human V1a receptor in oxytocin agonist counter-screen | CHO-V1R cells, Fluo-8 calcium fluorescence, agonist mode; 0% DMSO, 100% 3 nM vasopressin | 0.25% of 320,000 active | activation, % at 3 µM | P37288 | AID 2797;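 active = activation above the mean activation of all tested compounds plus 3 SD, per screening run, cut at about 20% in these data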;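 also: signal is peak over basal fluorescence ratio across a 100 second FLIPR read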
Target sequence (P37288 whole entry, looked up): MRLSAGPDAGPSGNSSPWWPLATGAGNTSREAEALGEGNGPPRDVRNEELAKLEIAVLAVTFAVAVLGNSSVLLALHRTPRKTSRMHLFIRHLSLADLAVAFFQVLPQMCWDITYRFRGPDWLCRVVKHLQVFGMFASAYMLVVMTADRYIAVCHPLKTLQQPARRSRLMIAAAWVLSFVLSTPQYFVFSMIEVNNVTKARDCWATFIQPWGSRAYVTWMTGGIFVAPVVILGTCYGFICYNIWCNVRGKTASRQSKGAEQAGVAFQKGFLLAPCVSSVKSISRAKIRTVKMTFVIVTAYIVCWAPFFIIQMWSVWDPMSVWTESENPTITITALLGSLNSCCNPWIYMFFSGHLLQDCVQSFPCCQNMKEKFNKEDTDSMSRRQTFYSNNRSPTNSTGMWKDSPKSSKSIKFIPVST
CHO-K1 Ca ag: M1 agonist counterscreen hit in parental CHO-K1 cells; 0.48% of 360,000 active; activation, % at 3 µM; Fluo-8 calcium fluorescence; scaled to maximal ATP response, vehicle zero; in the data active = activation above about 15%;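 also: untransfected CHO-K1 host cells lacking M1 receptor as counterscreen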
OXTR potentiate: potentiators of human oxytocin receptor; P30559; CHO-OTR cells, Fluo-8 calcium fluorescence, potentiator mode; 0% = oxytocin EC15, 100% = EC100; activation, % at 3 µM; 0.061% of 320,000 active; AID 2445;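 active = activation above that plate's cutoff, the mean activation of tested compounds plus 3 SD, cut at about 6.6% in these data, passing the limit was not always enough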;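 also: 100% uses oxytocin at 75 nM as the full agonist control; some results filed as inactive read as strong as hits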
Target sequence (P30559 whole entry, looked up): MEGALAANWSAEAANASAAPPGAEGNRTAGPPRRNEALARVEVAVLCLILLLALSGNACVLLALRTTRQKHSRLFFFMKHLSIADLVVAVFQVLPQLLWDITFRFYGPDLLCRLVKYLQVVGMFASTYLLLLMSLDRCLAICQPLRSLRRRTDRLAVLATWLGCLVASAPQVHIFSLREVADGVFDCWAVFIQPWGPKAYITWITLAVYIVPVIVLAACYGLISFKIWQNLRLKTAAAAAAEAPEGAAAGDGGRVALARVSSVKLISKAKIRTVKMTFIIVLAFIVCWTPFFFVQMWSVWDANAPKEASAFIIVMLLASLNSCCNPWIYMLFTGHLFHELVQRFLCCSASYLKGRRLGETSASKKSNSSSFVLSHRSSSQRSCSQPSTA
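assay system = CHO-OTR cells, human receptor | schedule = compound 6 min at room temperature before oxytocin, 100 s read | detection = Fluo-8 intracellular calcium fluorescence, ex 470-495, em 515-575 nm | evaluation = normalized max/min fluorescence ratio, % activation | control set = EC15 oxytocin alone as 0%, 75 nM oxytocin (EC100) as 100%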
CHO parental Ca: counter-screen for OX1R antagonists: effect in parental CHO cells; parental CHO-K1, ATP-induced calcium, Fluo-8 fluorescence; inhibition, % at 5.6 µM; 0.63% of 330,000 active; AID 463079;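 active = inhibition above that plate's mean sample inhibition plus 3 SD, cut at about 26% in these data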;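 also: 0% = ATP-challenged DMSO wells and 100% = DMSO wells without ATP; some compounds past the cut are filed as inactive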
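Measured by: calcium-sensitive Fluo-8 fluorescence / Test system: CHO parental line / Controls: ATP-challenged DMSO wells low, unchallenged DMSO wells high / Measure: % inhibition / Compound: single nominal dose of 5.6 µM per compound / Replicates: single well per compound, no replicates / Reagent: ATP as calcium-mobilizing challenge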
M1 ag: agonists of human M1 muscarinic receptor | P11229 | CHO-K1 hM1, Fluo-8 calcium fluorescence, agonist mode; 0% DMSO, 100% acetylcholine EC100 | activation, % at 3 µM | 0.33% of 360,000 active | AID 588814;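 active = activation above the run's mean compound activation plus 3 SD, cut at about 16% in these data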;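 also: peak over basal fluorescence ratio within a 140 s kinetic read after compound addition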
TAAR1 ag: human TAAR1 agonism | AID 624467 | CHO RD-HGA16 TAAR1, Fluo-8 calcium fluorescence; vehicle wells 0%, saturating PEA agonist 100% | 0.99% of 360,000 active | Q96RJ0 | activation, % at 3 µM;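 active = activation above the mean activation of all test compounds in the run plus 3 SD, cut at about 38% in these data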
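Test system: RD-HGA16 (CHO) cells co-expressing Gα16 and hTAAR1 | Doses: Single dose, 3 µM | Schedule: 17-24 h seeding, 75 min 37 °C dye, 30 min RT | Evaluation: % activation from peak over basal fluorescence ratio, DMSO-to-PEA scaled | Technique: Kinetic Fluo-8 calcium fluorescence | Benchmarks: Low control DMSO, high control PEA (EC100)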
CHO-K1 Ca PAM: M1 PAM counterscreen hit in parental CHO-K1 cells | activation, % at 3 µM | ATP EC20, Fluo-8 calcium fluorescence; 0% at ATP EC20, 100% at ATP max | 0.02% of 360,000 active;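 active = activation above the run cutoff, the mean activation of all test compounds plus 3 SD, cut at about 40% in these data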;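 also: peak over basal fluorescence ratio in a 140 s read after ATP addition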
* = called active by the depositor; x = no result given.

entry	canonical_smiles	CHO-K1 Ca antag	TAAR1 antag	V1aR counter	CHO-K1 Ca ag	OXTR potentiate	CHO parental Ca	M1 ag	TAAR1 ag	CHO-K1 Ca PAM
1	Cc1cc(SCC(=O)N/N=C/c2ccc(C(=O)O)cc2)nc2ccccc12	-7	3	0.7	0.0	-17	-5	-1	1	-3
2	C#CCNCCS(=O)(=O)N(Cc1ccc(Br)cc1)[C@@H](C)C(=O)O	20	-21	x	-0.2	x	-3	-3	0	-7
3	COc1ccc(-c2cc3nc(-c4ccccc4)cc(N4CCN(C(=O)c5ccoc5)CC4)n3n2)cc1	18	48	x	1.1	x	x	-2	3	-3
4	COC(=O)c1cc(NC2c3ccccc3C(=O)N2Cc2ccco2)cc(C(=O)OC)c1 (stereo unspecified)	11	4	1.3	-0.2	-1	-4	0	0	-2
5	CC1(c2ccccc2Br)NC(=O)N(CC(=O)NC2CCCCC2)C1=O (stereo unspecified)	-12	19	0.4	0.8	0	-7	-1	2	16
6	O=C(NCc1cccnc1)c1cc2ccccc2oc1=O	-8	3	0.7	0.2	-2	-15	-6	16	13
7	COCCOC(=O)C1=C(C)OC(N)=C(C#N)C1c1ccc2c(c1)OCO2 (stereo unspecified)	-3	-20	1.0	0.5	4	-13	-6	5	1
8	COc1ccc(-n2cc(-c3ccccc3)c3c(NCCCN4CCOCC4)ncnc32)cc1	-20	19	-0.6	4.2	1	-8	-6	7	-8
9	Cc1c(C)n2c(SCC(=O)NC3CCCC3)nnc2[nH]c1=O	-6	-5	0.5	1.3	0	0	0	2	-5
10	COc1cc2nc(SCc3c(C)noc3C)n(CCC3=CCCCC3)c(=O)c2cc1OC	-13	-13	-0.3	0.3	-13	-24	-3	2	15
11	O=C(/C=C/c1ccccc1)NCCc1c[nH]c2ccccc12	-2	-8	0.5	1.2	-2	-20	-4	1	-7
12	COC(=O)CC1C(=O)NCCN1C(=O)c1sc2ccccc2c1Cl (stereo unspecified)	-14	-22	-0.5	1.0	-4	-28	-2	1	17
13	Cc1ccc(CN=c2c([N+](=O)[O-])nn(-c3cccc(Cl)c3)n2O)cc1	-13	-16	-0.9	-0.2	-1	-3	-4	-3	7
14	O=c1cc(Cl)[nH]c(=O)n1Cc1ccc(F)cc1	-11	-22	1.1	0.6	-3	-14	0	2	17
15	CN(C1CCCCC1)S(=O)(=O)c1cccc(C(=O)Nc2ccccn2)c1	-7	-1	-0.5	1.5	-3	-11	-5	2	-1
16	COc1ccc(-n2c(SC)nc(O)cc2=O)cc1	-8	-6	0.0	0.5	1	0	-5	7	17
17	Nc1ccc2nn(-c3ccc(Cl)cc3)nc2c1	-10	18	1.7	1.2	6	-1	-1	-1	-7
18	Cc1cc(=O)n(C(NC(=O)c2ccccc2)C(=O)c2ccccc2)cn1 (stereo unspecified)	-3	-20	0.8	1.1	-9	-19	8	2	11
19	Cc1ccc(C)c(S(=O)(=O)NCCOc2nc(NC(C)C)nc(NC(C)C)n2)c1	-20	-7	-1.5	0.7	-1	-21	-7	7	7
20	COc1ccc(C(=O)OCC(=O)c2ccc3[nH]c(=O)[nH]c3c2)c(OC)c1OC	-16	-16	1.4	0.7	-8	4	0	6	3
21	CC(=O)c1ccc(N2Cc3ccccc3C2)cc1	-12	-1	0.3	0.9	3	-10	-5	-1	17
22	COc1cccc(OCc2cc(C(=O)N3CCN(C(C)=O)CC3)no2)c1	-16	11	1.4	1.2	-8	-17	-3	0	17
23	O=C(C1CCN(S(=O)(=O)c2ccccc2)CC1)N1CCN(Cc2ccccc2)CC1	-3	-20	x	0.6	x	x	-4	5	2
24	c1ccc(COc2ncnc3c2ncn3CCCNC2CCN(Cc3ccccc3)CC2)cc1	6	5	x	3.6	x	x	-9	13	8
25	O=C(NCc1cccc(CNC(=O)c2ccco2)c1)c1ccco1	-13	0	0.2	0.8	-5	-21	-6	13	-2
26	Cc1ccsc1/C=N/n1c(-c2ccccc2)n[nH]c1=S	1	-7	-1.1	0.6	2	-10	-12	10	18
27	CC(=O)CC(C)(C)S(=O)(=O)c1ccc(NC(C)=O)cc1	-8	2	-0.3	0.3	-3	1	-3	6	0
28	CC12CCC3c4cc(CN5CCOCC5)c(O)cc4CCC3C1CCC2=O (stereo unspecified)	-7	-3	x	-0.1	x	x	-6	2	-4
29	Cc1ccc(S(=O)(=O)NCCNS(=O)(=O)c2ccccc2Br)cc1	-10	13	x	0.1	x	-7	3	4	7
30	O=C(CO/N=C/c1ccccc1O)N1CCc2ccccc21	-2	28	0.5	2.2	0	-10	-6	6	17
31	Cc1cc(C)c2c(NC(=O)C3CC3)nn(C)c2n1	-10	10	-0.2	1.0	-10	-6	-3	0	7
32	COc1ccccc1C(=O)Nc1ccc(S(=O)(=O)N(C)c2ccccc2)cc1	-5	17	2.0	4.2	-6	-18	-3	9	13
33	O=C(NCc1ccco1)c1cc(-c2cccnc2)nc2ccc(Cl)cc12	-1	29	-0.6	1.6	-14	-21	-1	9	7
34	O=C(Nc1ccc2c(c1)OCCO2)c1cccc(Cl)c1	-5	11	-0.4	0.4	-1	1	-4	-1	11
35	CCCc1cc(Nc2cccc(OC)c2)n2ncnc2n1	-6	-1	-1.4	-0.1	1	-28	-7	5	14
36	CCOc1ccc(/C(O)=C2/C(=O)C(=O)N(CCOCCO)C2c2ccccn2)cc1 (stereo unspecified)	-3	3	1.1	0.0	1	3	-3	10	-3
37	CN(C)c1ccc(N=Nc2nc3ccccc3n2C)cc1	-3	-21	-1.4	-0.9	-10	-9	-4	-2	-8
38	CC(C)=C1C2CCC1C1C(=O)N(c3nc(-c4ccccc4)c(C)s3)C(=O)C21 (stereo unspecified)	-13	-27	-1.2	0.3	-5	-21	-8	-2	24
39	O=C(CN1C(=O)COc2ccc(S(=O)(=O)N3CCCCC3)cc21)NCc1ccccc1Cl	-6	-31	1.9	-0.4	-5	-15	-4	6	-8
40	CCOc1ccc(CC(=NCCc2ccccc2)C2=C(O)CC(C)(C)CC2=O)cc1OCC	-18	87*	0.1	-0.1	0	-13	-8	81*	26
41	O=C(O)c1ccc(-n2nnc3ccccc32)c([N+](=O)[O-])c1	-16	1	1.0	0.5	-5	-1	-2	4	-3
42	Cc1ccsc1C(=O)N1CCN(S(=O)(=O)c2cccs2)CC1	-13	-19	1.3	2.6	-3	-7	-6	2	3
43	Cc1ccc2[nH]cc(C(=O)CN3CCN(c4ccccc4F)CC3)c2c1	-6	19	5.8	16*	-12	1	3	6	7
44	CCOCCn1c(SCc2ccc(F)cc2)nc2c1c(=O)[nH]c(=O)n2C	-1	-2	0.8	0.6	-6	-7	-6	-1	0
45	COc1cc(CN2CCN(S(=O)(=O)c3ccc(NC(C)=O)cc3)CC2)cc(OC)c1O	1	x	-0.3	0.8	-7	-1	-4	x	15
46	CCCC(=O)NC(c1ccc(OC)c(OC)c1)c1cc(Cl)c2cccnc2c1O (stereo unspecified)	-11	-11	1.3	1.0	-1	-4	-5	13	18
47	O=C(C[C@H]1C/C=C\CC[C@H](Cc2ccc(F)cc2)C(=O)OC[C@@H](Cc2c[nH]c3ccccc23)NC1=O)NCCO	-16	19	0.1	1.9	-2	-9	-7	20	20
48	CC(=O)Nc1cccc(NC(=O)COC(=O)C2CC3CCCC(C2)C3=O)c1 (stereo unspecified)	-5	3	1.0	0.2	-1	-14	-2	0	3
49	COCc1cc(C)nc(SCC(=O)Nc2ccccc2C)c1C#N	4	7	1.2	0.4	-4	-12	-3	5	10
50	Cc1cc(=O)[nH]c(SCC(=O)N2CCC(Cc3ccccc3)CC2)n1	-9	2	0.7	1.5	-5	-4	-2	1	10
51	COc1cc(/C=N/Nc2ccnc(=O)[nH]2)ccc1O	-7	-10	x	-0.2	x	x	-2	5	-1
52	OC1c2cc(Cl)cc(Cl)c2N=C2CCCN21 (stereo unspecified)	9	2	x	-0.3	x	x	-8	0	-4
53	Cn1cc(CCC(=O)N2CCCC(CCC(=O)NCc3ccccc3F)C2)cn1 (stereo unspecified)	-9	-9	0.0	0.0	-3	-14	2	0	18
54	CC(=O)C(Cc1cccc(F)c1)(Cc1cccc(F)c1)C(C)=O	-13	-22	-1.8	2.3	-5	-25	-4	-2	6
55	O=C(N/N=C/c1cn(-c2ccccc2)nc1-c1cc2ccccc2o1)c1ccncc1	5	48	-0.4	3.6	-1	-28	-4	7	8
56	COc1ccc(C(=O)/C=C/Nc2cc(C)ccn2)cc1	1	-1	0.1	0.0	-4	-18	-3	0	-10

Ordered by formula weight (smallest number first): some entries from above
entry	canonical_smiles	CHO-K1 Ca antag	TAAR1 antag	V1aR counter	CHO-K1 Ca ag	OXTR potentiate	CHO parental Ca	M1 ag	TAAR1 ag	CHO-K1 Ca PAM
54	CC(=O)C(Cc1cccc(F)c1)(Cc1cccc(F)c1)C(C)=O	-13	-22	-1.8	2.3	-5	-25	-4	-2	6
49	COCc1cc(C)nc(SCC(=O)Nc2ccccc2C)c1C#N	4	7	1.2	0.4	-4	-12	-3	5	10
47	O=C(C[C@H]1C/C=C\CC[C@H](Cc2ccc(F)cc2)C(=O)OC[C@@H](Cc2c[nH]c3ccccc23)NC1=O)NCCO	-16	19	0.1	1.9	-2	-9	-7	20	20
